Bioassay records as filed in PubChem BioAssay.
ERa SRC1 inh – blocks coactivator binding to human estrogen receptor alpha; P03372; TR-FRET ER-alpha LBD / SRC-1 peptide, estradiol-bound; inhibition, % at 25.6 µM; hit rate 1.7% among 86,000; AID 629; in the data active means inhibition above about 50%;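 further: 0% = receptor plus peptide control and 100% = peptide only without receptor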
E coli WT exp – blocks growth of wild type E. coli BW25113 | hit rate 0.15% among 98,000 | growth inhibition, % at 100 µM | OD600 absorbance;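 active means growth inhibition above about 50% at one test dose, limit read from the data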;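 further: growth measured after 20 h incubation at 37 °C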
PLAP activator – activates human placental alkaline phosphatase. P05187. purified PLAP enzyme, luminescent substrate read-out; stronger effect = higher value. activation fold at 20 µM. hit rate 1.2% among 96,000; in the data active means activation fold above about 2
CD11b adhes inh – inhibitors of human CD11b/CD18 binding to fibrinogen | AID 1497 | K562 CD11b/CD18 adhesion to fibrinogen, ATPlite luminescence; Mn2+ added to activate the integrin | P05107+P11215 | inhibition, % at 10 µM | hit rate 0.54% among 93,000;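 active means primary inhibition of 50% or more at 10 µM, then 40% or more on retest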; further: some results filed as inactive read as strong as hits
FAK inh – blocks human focal adhesion kinase activity. AID 727. biochemical FAK kinase activity assay. Q05397. inhibition, %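 (tested at 7 µM)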. hit rate 0.84% among 97,000; in the data active means inhibition above about 19%;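 further: 0% = DMSO and 100% = reference compound high control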
Target sequence (Q05397 whole entry, looked up): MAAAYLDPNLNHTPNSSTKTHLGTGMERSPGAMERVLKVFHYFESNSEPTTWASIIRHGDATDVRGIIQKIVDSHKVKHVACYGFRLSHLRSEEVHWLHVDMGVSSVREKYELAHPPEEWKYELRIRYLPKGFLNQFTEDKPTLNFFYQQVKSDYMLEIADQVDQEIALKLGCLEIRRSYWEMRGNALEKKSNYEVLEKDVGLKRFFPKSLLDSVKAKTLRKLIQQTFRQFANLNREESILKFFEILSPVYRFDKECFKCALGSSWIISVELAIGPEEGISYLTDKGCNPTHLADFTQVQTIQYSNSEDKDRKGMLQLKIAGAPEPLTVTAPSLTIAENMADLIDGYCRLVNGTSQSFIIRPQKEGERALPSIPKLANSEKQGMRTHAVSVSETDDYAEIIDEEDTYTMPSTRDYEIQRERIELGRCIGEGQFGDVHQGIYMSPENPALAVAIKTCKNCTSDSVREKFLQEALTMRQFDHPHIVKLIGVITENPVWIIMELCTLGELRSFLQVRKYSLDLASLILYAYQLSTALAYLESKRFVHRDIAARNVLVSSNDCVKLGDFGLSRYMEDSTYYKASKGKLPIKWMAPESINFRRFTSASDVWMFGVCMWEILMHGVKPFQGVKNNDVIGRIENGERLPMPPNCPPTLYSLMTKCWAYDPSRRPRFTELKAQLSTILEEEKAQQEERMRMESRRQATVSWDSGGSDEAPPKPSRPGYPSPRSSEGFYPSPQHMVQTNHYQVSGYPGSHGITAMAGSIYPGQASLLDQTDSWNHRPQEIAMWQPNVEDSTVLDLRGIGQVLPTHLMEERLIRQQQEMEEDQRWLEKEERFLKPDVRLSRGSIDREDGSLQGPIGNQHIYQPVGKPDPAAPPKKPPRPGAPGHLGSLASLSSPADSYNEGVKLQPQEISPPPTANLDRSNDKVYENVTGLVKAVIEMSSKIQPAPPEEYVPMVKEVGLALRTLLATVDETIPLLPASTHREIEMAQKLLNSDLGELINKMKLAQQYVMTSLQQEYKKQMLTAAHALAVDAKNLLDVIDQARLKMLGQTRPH
ERa coact pot – enhances coactivator binding to human estrogen receptor alpha | P03372 | TR-FRET ERalpha-LBD/SRC-Cy5 coactivator binding, 2 h; 100 = basal binding, no effect | coactivator binding (% of control), % at 25.6 µM | hit rate 1.3% among 86,000 | AID 639; in the data active means activity above about 200%;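 further: binding measured in presence of low estradiol as agonist stimulus; 0% = peptide alone without receptor and 100% = receptor with peptide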
CD11b adhes enh – CD11b/CD18-fibrinogen binding enhancement. P05107+P11215. K562 CD11b/CD18 adhesion to fibrinogen, ATPlite luminescence. activation, % at 10 µM. hit rate 0.07% among 93,000. AID 1499;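 active means 10 µM primary screen giving 50% or more activity, confirmed by 40% or more on retest at that dose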; further: strong numbers were not always called active; reference of the scale not given here
ERb SRC1 inh – blocks coactivator binding to human estrogen receptor beta. Q92731. TR-FRET ER-beta LBD / SRC1-Cy5 peptide binding; receptor agonist-loaded with 1 µM estradiol. inhibition, % at 25.6 µM. hit rate 1.3% among 86,000;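 active means compounds whose percent inhibition of the receptor-coactivator binding signal exceeds about 50% in the single-dose screen, limit read from the data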;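 further: 0% = receptor plus peptide wells without compound and 100% = peptide-only wells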
MT1-MMP txn act – MT1-MMP promoter transcription activation; HT1080 MT1-MMP promoter luciferase reporter, luminescence, overnight; stronger effect = higher value; hit rate 0.16% among 86,000; activation factor at 10 µM;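 active means activation factor of at least 2 for MT1-MMP transcription at 10 µM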
The depositor's hits bear a star; . = no result given; [ ] = another dose, or the depositor's remark.

1	CCc1nc(OCCN(CC)CC)c2oc3ccccc3c2n1
2	O=C(NCc1ccc2c(c1)OCO2)C1CC(c2ccccc2O)=NO1 (stereo unspecified)
3	CC1CCCN(C(=O)CSc2nnc(-c3c[nH]c4ccccc34)o2)C1 (stereo unspecified)
4	CC1CCc2nc(NC(=O)CN3CCN(Cc4ccc5c(c4)OCO5)CC3)sc2C1 (stereo unspecified)
5	O=S(=O)(O)c1nnc2sc3ccccc3n12
6	O=C(CN(C(=O)C1COc2ccccc2O1)c1ccccc1)NCC1CCCO1 (stereo unspecified)
7	CCOc1ncccc1C(=O)OCC(=O)Nc1cc(C(=O)OC)ccc1C(=O)OC
8	O=C(NC(C(=O)c1ccccc1)n1ccc(=O)[nH]c1=O)c1ccccc1 (stereo unspecified)

assay / compound,1,2,3,4,5,6,7,8
ERa SRC1 inh,4,3,17,-7,2[fluorescence artefact?],17[fluorescence artefact?],-4[fluorescence artefact?],-3
E coli WT exp,-6,2,-2,8,0,-3,.,3
PLAP activator,1.4,1.5,1.2,1.6,1,1.7,0.9,1.2
CD11b adhes inh,.,25,4,.,-2,5,2,-12
FAK inh,10,-1,-3,3,1,-1,.,2
ERa coact pot,121,85,80,107,105,100,372*[fluorescence artefact?],105
CD11b adhes enh,.,-5,-1,.,-4,-1,32,0
ERb SRC1 inh,-3,-1,-2,-6,5[fluorescence artefact?],7[fluorescence artefact?],19[fluorescence artefact?],2
MT1-MMP txn act,1.1,1.1,1.3,1,0.9,1.1,1.1,1.1

9	CCNC(=S)NNC(=O)Nc1ccccc1
10	CC(C)c1ccc(NC(=O)C(c2ccccc2)N2CCN(C(=O)c3ccco3)CC2)cc1 (stereo unspecified)
11	NC(=O)c1cccn1Cc1ccccc1Cl
12	CC1CCN(CCCCOc2ccc([N+](=O)[O-])cc2)CC1
13	O=C(NCCCNCc1ccccc1)c1ccccn1
14	CCCn1c(CN2CCN(c3cccc(Cl)c3)CC2)nc2c1c(=O)n(C)c(=O)n2C
15	CCc1ccc(C(C(=O)NC2CCCCC2)N(C(=O)CNC(=O)c2ccco2)c2cccnc2)cc1 (stereo unspecified)
16	c1coc(CNc2nc3nonc3nc2NCc2ccco2)c1

assay / compound,9,10,11,12,13,14,15,16
ERa SRC1 inh,-5,3,.,.,6,3,-3[fluorescence artefact?],15
E coli WT exp,8,1,10,0,-7,-4,.,13
PLAP activator,1.2,1.7,1.1,0.9,0.9,1.5,.,1.9
CD11b adhes inh,5,-1,6,4,-16,91*,.,62*
FAK inh,-1,12,-1,4,.,-6,-1,-1
ERa coact pot,109,133,.,.,107,90[fluorescence artefact?],95,82[fluorescence artefact?]
CD11b adhes enh,3,3,-1,-2,-6,-8,.,-3
ERb SRC1 inh,0,2,.,.,30,-1,-2,16[fluorescence artefact?]
MT1-MMP txn act,.,1.4,1,.,1.1,1.1,1.3,1

17	CC(=O)NCCN=C(C)c1sc2ccccc2c1O
18	COc1ccccc1NC(=O)c1ccc(S(=O)(=O)N(C)C)cc1
19	Cc1cccc(-c2nnc(N)s2)c1
20	COC(=O)CSc1nnc(CNc2ccc(Cl)cc2)n1-c1ccccc1
21	CCn1c(SCc2ccc(C#N)cc2)nnc1-c1cccc(Cl)c1
22	Cc1ccc(-c2cc(C(=O)N/N=C\c3cnn(C)c3C)c3ccccc3n2)cc1C
23	O=C(OCCN1CCOCC1)c1ccc(OCCN2CCOCC2)cc1
24	Cc1csc2nc(CNC(=O)C3CCCCC3)cn12

assay / compound,17,18,19,20,21,22,23,24
ERa SRC1 inh,-30,24,-7,-18,-10,.,-1,-1
E coli WT exp,-1,2,13,3,-7,2,-2,-2
PLAP activator,0.9,0.9,0.9,1.2,0.8,2*,1.5,1.2
CD11b adhes inh,-3,-42,4,.,-2,20,0,-2
FAK inh,2,-1,1,0,-5,-2,0,.
ERa coact pot,108,85,97,99,98,.,119,129
CD11b adhes enh,-2,6,0,.,4,-6,-4,-1
ERb SRC1 inh,3,13[fluorescence artefact?],-2,30,-5,.,1,-4
MT1-MMP txn act,1.6,1,1.4,1.2,1.3,.,1.1,1.2

25	CN(C)CCCNC(CC(=O)Nc1ccc(Cl)cc1)C(=O)O (stereo unspecified)
26	Cc1cccc(-c2noc(C3CCCCC3)n2)c1
27	Cn1c(N/N=C/c2c[nH]c3ccccc23)nc2ccccc21
28	COc1ccc2c(c1)C1CC(C)(NC(=O)C1C(=O)c1ccccc1)O2 (stereo unspecified)
29	COc1ccccc1-c1c(C)nn2c(N3CCN(c4ccccc4OC)CC3)cc(C)nc12
30	Cn1c(Sc2nc3ccccc3n2C)nc2ccccc21
31	CCC1Oc2ccc(C)cc2N(CC(=O)NCc2ccccc2OC)C1=O (stereo unspecified)
32	Cn1nc(-c2ccc(Cl)cc2)c2cc(C(=O)N3CCOCC3)sc21

assay / compound,25,26,27,28,29,30,31,32
ERa SRC1 inh,0,8,.,-4,-3,2,.,-1
E coli WT exp,.,7,8,1,-10,-2,-7,-2
PLAP activator,.,1.2,1.5,0.8,1.7,0.9,1.1,1.4
CD11b adhes inh,.,26,7,-13,4,7,.,2
FAK inh,.,2,-3,-7,1,4,4,2
ERa coact pot,126[fluorescence artefact?],103,.,98,99,96,.,115
CD11b adhes enh,.,1,6,0,0,-7,.,20
ERb SRC1 inh,-8,16,.,-12,-3,-7,.,9[fluorescence artefact?]
MT1-MMP txn act,1.2,1.7,.,1.1,1,1.2,0.9,1.2

33	O=C(Cn1c(=O)oc2ccccc21)N1CCN(c2ccc(N3CCOCC3)nn2)CC1
34	COc1ccc(-c2cc(C(F)(F)F)n3ncc(C(=O)NCc4ccco4)c3n2)cc1
35	COc1ccc(CC(=O)OC(C)CN2CCCC2)cc1 (stereo unspecified)
36	Cn1nc(C(F)(F)F)c2cc(NC(=O)OCc3ccc(F)cc3)sc21
37	CCSc1nc2sc3c(c2c(=O)[nH]1)CCCC3
38	Cc1noc(C)c1COC(=O)C1(c2cccc(F)c2)CCCC1
39	Nc1c(N2CCCCC2)c(=O)[nH]c(=O)n1-c1ccccc1
40	Cn1c(=O)cc(SCC(=O)NCc2cccnc2)c2ccccc21

assay / compound,33,34,35,36,37,38,39,40
ERa SRC1 inh,-7,59*,-6,-4,-11,-6,-1,-3
E coli WT exp,11,-4,7,10,.,1,-1,1
PLAP activator,1.1,1,0.8,0.8,.,0.9,1,.
CD11b adhes inh,3,-8,-4,19,.,10,.,.
FAK inh,3,1,7,0,-2,.,-3,-5
ERa coact pot,125,159,109,98,114,122,120[fluorescence artefact?],113
CD11b adhes enh,1,2,-3,-1,.,-1,.,.
ERb SRC1 inh,-2,50*[fluorescence artefact?],-4,-10,-4,0,-10,-16
MT1-MMP txn act,1.2,1.1,1,1,1.1,1.2,1.2,1.1

41	Cc1cc(C)c(S(=O)(=O)NCC(=O)O)cc1C
42	Cc1ccc(NS(=O)(=O)c2ccc3c(c2)oc(=O)n3C)cc1F
43	CN1CCN(C(=O)CN2C(=O)CC(C)(C)S(=O)(=O)c3ccccc32)CC1
44	CCc1ccc(-n2c(O)cnc2Nc2nc(C)cc(C)n2)cc1
45	Cc1cc(C)nc(SCC(=O)N2CCOCC2)n1
46	COCc1cc(C)nc2sc(C(=O)NC3CCCCC3)c(N)c12
47	O=C(CSc1nc2cccnc2n1Cc1ccccc1)NC1CCCCC1
48	COc1ccccc1-c1noc(-c2ccncc2)n1

assay / compound,41,42,43,44,45,46,47,48
ERa SRC1 inh,-3,-8,12,-10,-2[fluorescence artefact?],.,1,3
E coli WT exp,-3,3,-7,6,-3,-5,.,3
PLAP activator,1,0.7,0.9,2.7*,0.9,1.1,.,1.1
CD11b adhes inh,6,-6,0,5,-3,-3,.,-12
FAK inh,-3,-10,1,.,6,0,1,-3
ERa coact pot,106,221*,74,147,123[fluorescence artefact?],.,93,113
CD11b adhes enh,-4,-2,1,-1,-2,-2,.,-4
ERb SRC1 inh,7,-6,12,-8,-2[fluorescence artefact?],.,-8,-2
MT1-MMP txn act,1.2,1.1,1.2,1,1.2,.,1.1,1.3

49	CCOC(=O)c1cc(-c2ccccc2)sc1NC(=O)CC(C)C
50	O=[N+]([O-])c1ccc(Cl)c(/C=N/N2CCN(Cc3ccc(Cl)cc3)CC2)c1
51	Cc1cc(C)n(S(=O)(=O)c2ccc3ccccc3c2)n1
52	COc1ccccc1OC(=O)c1cc(Cl)nc2ccccc12
53	Cc1cn2c(-c3cccnc3)nnc2s1
54	COc1cccc(-c2csc(N3CCN(C(=O)C4CCCCC4)CC3)n2)c1
55	COc1ccc(OC)c(S(=O)(=O)N2CCC(C(=O)Nc3cccc(C)c3)CC2)c1
56	O=C(CC1Oc2ccccc2NC1=O)NCc1ccc(Cl)cc1 (stereo unspecified)

assay / compound,49,50,51,52,53,54,55,56
ERa SRC1 inh,.,3,4[fluorescence artefact?],.,-7,-3,13,-1
E coli WT exp,7,-22,2,-19,-1,-28,-17,8
PLAP activator,1,0.7,1,1.1,1,1.5,2.2*,1
CD11b adhes inh,-18,-24,-4,-13,-5,11,6,2
FAK inh,-1,2,-6,3,-2,.,3,0
ERa coact pot,.,100,102,.,107,116,105,86
CD11b adhes enh,1,4,0,4,-1,7,-2,-3
ERb SRC1 inh,.,-5,-5[fluorescence artefact?],.,-7,-5,-3,0[fluorescence artefact?]
MT1-MMP txn act,.,1,1.5,.,1.3,1.2,1.2,1.1

Grouped by structure: the entries above containing an NH in an aromatic ring.
3	CC1CCCN(C(=O)CSc2nnc(-c3c[nH]c4ccccc34)o2)C1 (stereo unspecified)
8	O=C(NC(C(=O)c1ccccc1)n1ccc(=O)[nH]c1=O)c1ccccc1 (stereo unspecified)
27	Cn1c(N/N=C/c2c[nH]c3ccccc23)nc2ccccc21
37	CCSc1nc2sc3c(c2c(=O)[nH]1)CCCC3
39	Nc1c(N2CCCCC2)c(=O)[nH]c(=O)n1-c1ccccc1

assay / compound,3,8,27,37,39
ERa SRC1 inh,17,-3,.,-11,-1
E coli WT exp,-2,3,8,.,-1
PLAP activator,1.2,1.2,1.5,.,1
CD11b adhes inh,4,-12,7,.,.
FAK inh,-3,2,-3,-2,-3
ERa coact pot,80,105,.,114,120[fluorescence artefact?]
CD11b adhes enh,-1,0,6,.,.
ERb SRC1 inh,-2,2,.,-4,-10
MT1-MMP txn act,1.3,1.1,.,1.1,1.2

Other results:
57	CC(C)OC(=O)c1cccc(C(=O)O)n1
58	Cc1ccc(S(=O)(=O)N2CCCC2C(=O)Nc2cc(C)on2)cc1 (stereo unspecified)
59	O=C1OCC/C1=C\c1ccccc1O
60	CCOC(=O)C1CCCCN1Cc1cccc(C(F)(F)F)c1 (stereo unspecified)
61	CC(C)Oc1ccc(CCc2n[nH]c(=S)n2Cc2ccccc2)cc1
62	Cc1cc(C)n2ncc(C(=O)NCc3ccc(Cl)cc3)c2n1
63	O=C(O)CCSCCC(=O)O
64	C/C(N)=C(/C#N)C(=O)CSc1nnc(COc2cc(C)ccc2C)o1
65	CCC(C)NS(=O)(=O)c1ccc(OCC(=O)Nc2ccc(F)cc2F)cc1 (stereo unspecified)
66	Cc1ccc(NC(=O)CC(NCCN2CCOCC2)C(=O)O)cc1Cl (stereo unspecified)
67	CC1CC(C(F)F)n2nc(C(=O)O)cc2N1 (stereo unspecified)

assay / compound,57,58,59,60,61,62,63,64,65,66,67
ERa SRC1 inh,-6,1,3,4[fluorescence artefact?],.,.,.,20,-4,-7[fluorescence artefact?],7
E coli WT exp,5,6,6,6,9,-2,7,3,.,6,4
PLAP activator,.,0.8,1.2,1,1,1.7,1.1,1.1,.,1.1,1
CD11b adhes inh,.,16,1,-10,-10,16,9,.,.,.,-13
FAK inh,-3,6,2,0,-1,-1,.,5,-1,5,-1
ERa coact pot,117,105[fluorescence artefact?],79,121,.,.,.,81[fluorescence artefact?],119[fluorescence artefact?],127,116
CD11b adhes enh,.,-3,-3,1,12,-1,0,.,.,.,0
ERb SRC1 inh,3,4,6,-10,.,.,.,32[fluorescence artefact?],0,-10,6
MT1-MMP txn act,1,1.2,1,1.2,.,.,1.1,1.2,1.1,1,1.2
